Assay outcomes deposited in PubChem by several laboratories.
Peg3 promoter – Peg3 promoter-driven luciferase inhibitors, primary screen, cell-based, HeLa, luciferase luminescence | inhibition, % at 20 µM | HeLa PEG-Prom luciferase reporter, overnight | AID 588405, 2011 | 360,000 tested, 1.7% active;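 active means inhibition of at least 50% at 20 µM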
HIF-2a inh – HIF-2a reporter inhibitors, primary screen, luminescence, 786-0 RCC cells; 786-0 RCC cells HIF-2a reporter, luciferase luminescence, overnight; inhibition, % at 18.8 µM; 360,000 tested, 0.72% active; AID 624352, 2012;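 active means inhibition of the luminescence signal of 40% or more relative to plate controls, in a single-dose primary screen at 18.75 µM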
iPSC survival up – enhancers of single-cell hiPSC survival, primary screen, ATPlite luminescence; 100% = ROCK inhibitor wells, 0% = DMSO; survival enhancement, % at 20 µM; 360,000 tested, 0.044% active; AID 602274, 2012; in the data active means survival enhancement above about 18%;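 further: cells exposed to compounds for 16 hours before the ATP read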
NR2E3 ag-1 – NR2E3 agonists in two-hybrid cells, primary screen, cell-based, luminescence, CHO-S, Gal4-NCOR/VP16-NR2E3. Photoreceptor-specific nuclear receptor (Homo sapiens), Q9Y5X4. AID 602229, 2012. inhibition of corepressor binding, % at 3.98 µM. 360,000 tested, 0.35% active. luciferase;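 active means inhibition above the mean of all tested compounds plus 3 SD, cut at about 70% in these data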;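 further: 0% = DMSO with NR2E3 transfected cells and 100% = cells lacking NR2E3 construct; higher means lower luciferase signal from less NR2E3 corepressor binding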
Target sequence (Q9Y5X4 whole entry, looked up, the tested form may be a part): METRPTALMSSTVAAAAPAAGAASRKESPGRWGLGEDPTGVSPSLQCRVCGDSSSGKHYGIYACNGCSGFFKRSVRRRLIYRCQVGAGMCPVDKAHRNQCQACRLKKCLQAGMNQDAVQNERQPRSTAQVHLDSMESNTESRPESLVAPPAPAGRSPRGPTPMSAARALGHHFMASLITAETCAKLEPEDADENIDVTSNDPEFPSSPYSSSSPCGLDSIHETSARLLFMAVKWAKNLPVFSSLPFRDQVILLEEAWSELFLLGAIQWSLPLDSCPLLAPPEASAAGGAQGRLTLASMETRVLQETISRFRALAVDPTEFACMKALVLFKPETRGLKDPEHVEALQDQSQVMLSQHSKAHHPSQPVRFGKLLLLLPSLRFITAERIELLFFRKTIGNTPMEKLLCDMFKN
CaV13 FRET inh – Disruptors of the CACNA1D IQ motif to Ca2+-dependent inactivation inhibitor domain association, primary screening, Förster resonance energy transfer in intact living …. AID 743397. HEK cells, CFP/YFP FRET ICDI-IQ, plate reader, 10 min; percent FRET-ratio fall versus neutral wells. 340,000 tested, 0.098% active. inhibition, % at 12.3 µM;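 active means mean replicate inhibition of at least 30% and at least 1% of replicates passing that level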;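 further: 0% = median of the neutral control wells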
Exocytosis inh – LAMP-1 surface exposure blockers, TALL-104 cells – cell-based, flow cytometry, MLPCN library, primary screen; TALL-104 LAMP-1 surface exposure; cells stimulated with thapsigargin and PMA; inhibition, % at 10 µM; 360,000 tested, 0.66% active;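 active means inhibition above about 55%, limit read from the data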
NR2E3 ag-2 – inhibitors of NR2E3-RetCOR corepressor binding, primary screen, NR2E3 agonist project, biochemical, TR-FRET, GST-NR2E3, biotin-RetCOR. AID 2300, 2010. 1536-well. inhibition of corepressor binding, % at 4.78 µM. Photoreceptor-specific nuclear receptor (Homo sapiens), Q9Y5X4. 320,000 tested, 0.12% active;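 active means percent inhibition above the cutoff of mean plus 3 SD of all tested compounds, set per screening campaign, cut at about 20% in these data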;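 further: 0% = DMSO wells and 100% = biotin wells as full block of FRET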
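Material: NR2E3–RetCOR corepressor complex | Quantity: 1.35 nM GST-tagged NR2E3 final | Schedule: 5 h at 4 °C | Replication: Singlicate compound wells | Reagent: RetCOR corepressor, biotinylated, 7 nM | Controls: Biotin wells as high control, 0.6% DMSO wells as low control | Signal: TR-FRET, Eu(K)-anti-GST donor, streptavidin-D2 acceptor, ex 340, em 617/671 nm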
Vif inh – HIV Vif self-association inhibitors, primary screen, imaging, HEK293T, single point; 340,000 tested, 0.35% active; inhibition, % at 7.49 µM; HEK293T cells, Vif self-association by quenched fluorescence, 24 h; in the data active means inhibition above about 50%, passing the limit was not always enough; further: some results filed as inactive read as strong as hits
PDI inh – inhibitors of human PDI, primary screen, biochemical, turbidity, single point, plate reader; Protein disulfide-isomerase (Homo sapiens), P07237; PDI insulin aggregation turbidity, A650, 90 min; inhibition, % at 10 µM; 350,000 tested, 0.052% active;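 active means mean inhibition across replicates of 30% or more, whatever share of single replicates reach that level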;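 further: absorbance from insulin aggregation driven by PDI reduction with DTT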
Target sequence (P07237 whole entry, looked up): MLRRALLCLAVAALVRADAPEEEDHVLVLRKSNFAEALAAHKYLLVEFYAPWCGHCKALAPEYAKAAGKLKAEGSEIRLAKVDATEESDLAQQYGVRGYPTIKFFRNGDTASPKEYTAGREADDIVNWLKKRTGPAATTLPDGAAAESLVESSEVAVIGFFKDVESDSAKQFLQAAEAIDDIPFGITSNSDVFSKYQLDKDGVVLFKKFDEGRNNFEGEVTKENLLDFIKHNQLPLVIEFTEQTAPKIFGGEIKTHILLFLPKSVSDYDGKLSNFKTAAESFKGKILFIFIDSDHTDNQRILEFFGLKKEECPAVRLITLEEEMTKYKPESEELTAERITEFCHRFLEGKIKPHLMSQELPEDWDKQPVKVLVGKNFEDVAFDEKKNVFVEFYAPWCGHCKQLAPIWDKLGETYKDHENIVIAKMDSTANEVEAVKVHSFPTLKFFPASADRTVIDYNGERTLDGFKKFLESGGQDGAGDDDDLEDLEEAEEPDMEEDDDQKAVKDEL
TRPM1 prom inh – inhibitors of MITF-dependent TRPM1 promoter reporter, primary screen, cell-based, SK-MEL-5, single point, luciferase. SK-MEL-5 TRPM1 promoter luciferase, 24 h. inhibition, % at 12.5 µM. 330,000 tested, 0.83% active;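 active means mean inhibition across replicates of 60% or more, whatever share of single replicates reaches that level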; further: values of inactives mirror those of a sister screen read the other way
aDG glyco act – activators of alpha-DG glycosylation, primary screen, uHTS, Pro5-aDG cells, AlphaScreen | alpha-DG glycosylation AlphaScreen (IIH6); 0% Pro5, 100% B10-LARGE cell signal | activation, % at 10 µM | 360,000 tested, 0.22% active;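 active means activation of at least 8% versus controls, or a plate z-score of at least 8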;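 further: Pro5 are CHO cells carrying HIG-tagged alpha-DG that lacks glycosylation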
Starred values were filed as active, the others as inactive.

What do the screens show for `CCC(C)[C@H](NC(=O)NCc1ccccn1)C(=O)OC` (stereo partly specified)?
Peg3 promoter: 11; HIF-2a inh: 18; iPSC survival up: -3.7; NR2E3 ag-1: 1; CaV13 FRET inh: -8; Exocytosis inh: -3; NR2E3 ag-2: 2; Vif inh: 7; PDI inh: 0; TRPM1 prom inh: -2; aDG glyco act: -0.2

How did COc1cc([N+](=O)[O-])ccc1NC(=O)COC(=O)c1n[nH]c2ccccc12 do in these assays?
Peg3 promoter: 23; HIF-2a inh: -2; iPSC survival up: 1.8; NR2E3 ag-1: -19; CaV13 FRET inh: -4; Exocytosis inh: -2; NR2E3 ag-2: 4; Vif inh: 1; PDI inh: 3; TRPM1 prom inh: 18; aDG glyco act: 0.4

How did CCO[C@@H]1OC(C(N)=O)=C[C@H](C(C)(C)C)[C@H]1CCCO do in these assays?
Peg3 promoter: -6; HIF-2a inh: 4; iPSC survival up: -0.1; NR2E3 ag-1: 0; CaV13 FRET inh: -6; Exocytosis inh: 0; NR2E3 ag-2: 1; Vif inh: 40; PDI inh: 2; TRPM1 prom inh: -6; aDG glyco act: -0.3

What do the screens show for `O=C(N/N=C/C=C\c1ccccc1[N+](=O)[O-])c1ccncc1`?
Peg3 promoter: -3; HIF-2a inh: 2; iPSC survival up: -0.6; NR2E3 ag-1: 4; CaV13 FRET inh: -5; Exocytosis inh: -2; NR2E3 ag-2: 3; Vif inh: 11; PDI inh: 5; TRPM1 prom inh: 12; aDG glyco act: 0.2

How did CC(C)(C)C(=O)CNCC(=O)C(C)(C)C do in these assays?
Peg3 promoter: 7; HIF-2a inh: 15; iPSC survival up: 2.3; NR2E3 ag-1: -8; CaV13 FRET inh: 1; Exocytosis inh: 2; NR2E3 ag-2: -2; Vif inh: 4; PDI inh: 0; TRPM1 prom inh: 4; aDG glyco act: 0.0

How did COc1ccc(S(=O)(=O)NCCCCOc2ccc(Cl)cc2)cc1 do in these assays?
Peg3 promoter: 15; HIF-2a inh: 10; iPSC survival up: -0.9; NR2E3 ag-1: 97*; CaV13 FRET inh: -2; Exocytosis inh: -2; NR2E3 ag-2: -1; Vif inh: -5; PDI inh: -7; TRPM1 prom inh: 7; aDG glyco act: 1.3

What do the screens show for `OC(CNCc1ccccc1F)COc1cccc2ccccc12` (stereo unspecified)?
Peg3 promoter: -5; HIF-2a inh: 1; iPSC survival up: -0.4; NR2E3 ag-1: -11; CaV13 FRET inh: -2; Exocytosis inh: -5; NR2E3 ag-2: 3; Vif inh: 24; PDI inh: -6; TRPM1 prom inh: -1; aDG glyco act: 0.3

What do the screens show for `O=S(=O)(NCc1ccccn1)c1cc(OCC(F)(F)F)ccc1OCC(F)(F)F`?
Peg3 promoter: -65; HIF-2a inh: 5; iPSC survival up: 1.7; NR2E3 ag-1: -3; CaV13 FRET inh: -5; Exocytosis inh: -3; NR2E3 ag-2: -3; Vif inh: -4; PDI inh: 17; TRPM1 prom inh: -20; aDG glyco act: -0.1

How did CC1CCCN(S(=O)(=O)c2ccc([N+](=O)[O-])cc2)C1 (stereo unspecified) do in these assays?
Peg3 promoter: -4; HIF-2a inh: -4; iPSC survival up: 0.6; NR2E3 ag-1: 3; CaV13 FRET inh: -5; Exocytosis inh: 0; Vif inh: 7; PDI inh: -11; TRPM1 prom inh: 12; aDG glyco act: 0.2

What do the screens show for `N=c1c2c3c(sc2ncn1N)CCCC3`?
Peg3 promoter: 7; HIF-2a inh: 8; iPSC survival up: -1.5; NR2E3 ag-1: 9; CaV13 FRET inh: -19; Exocytosis inh: 6; NR2E3 ag-2: 0; Vif inh: 3; PDI inh: 6; TRPM1 prom inh: 4; aDG glyco act: 0.4

What do the screens show for `O=C(NNC(=O)C1CCN(S(=O)(=O)c2ccccc2)CC1)c1ccccc1O`?
Peg3 promoter: 9; HIF-2a inh: 13; iPSC survival up: -0.4; NR2E3 ag-1: 5; CaV13 FRET inh: -3; Exocytosis inh: 1; NR2E3 ag-2: 0; Vif inh: 1; PDI inh: 6; TRPM1 prom inh: 8; aDG glyco act: 0.5

Results for O=C(Nc1cccc(Cl)c1)c1ccc(Cn2cc(Cl)cn2)cc1 ?
Peg3 promoter: -41; HIF-2a inh: -53; iPSC survival up: 1.6; NR2E3 ag-1: -45; CaV13 FRET inh: -6; Exocytosis inh: 0; NR2E3 ag-2: 3; Vif inh: 0; PDI inh: 3; TRPM1 prom inh: -15; aDG glyco act: 0.0

What do the screens show for `CCS(=O)(=O)N1Cc2ccccc2CC1C(=O)Nc1ccc(OC)cc1` (stereo unspecified)?
Peg3 promoter: -57; HIF-2a inh: -80; iPSC survival up: -2.1; NR2E3 ag-1: -20; CaV13 FRET inh: -7; Exocytosis inh: -2; NR2E3 ag-2: 2; Vif inh: 4; PDI inh: -1; TRPM1 prom inh: -1; aDG glyco act: 0.2

What do the screens show for `Cc1cc(=O)oc(C)c1C(=O)N1CCN(Cc2ccc3c(c2)OCO3)CC1`?
Peg3 promoter: 5; HIF-2a inh: 9; iPSC survival up: -3.0; NR2E3 ag-1: -30; Exocytosis inh: 0; NR2E3 ag-2: -1; Vif inh: 5; PDI inh: -8; TRPM1 prom inh: -6; aDG glyco act: 0.0

What do the screens show for `O=C(c1cccc(C(F)(F)F)c1)C1CCCN(C(=O)/C=C/c2cnc[nH]2)C1` (stereo unspecified)?
Peg3 promoter: 26; HIF-2a inh: 1; iPSC survival up: 0.2; NR2E3 ag-1: 17; CaV13 FRET inh: -3; Exocytosis inh: 0; Vif inh: 3; PDI inh: -1; TRPM1 prom inh: -6; aDG glyco act: -0.1

Results for O=C(C[C@H]1C/C=C\C[C@H](NC(=O)OCC2c3ccccc3-c3ccccc32)C(=O)OC[C@H]2CCCN2C1=O)NCCO ?
Peg3 promoter: -9; HIF-2a inh: 11; iPSC survival up: -1.5; NR2E3 ag-1: 13; CaV13 FRET inh: -5; Exocytosis inh: 59*; Vif inh: -1; PDI inh: -4; TRPM1 prom inh: -5; aDG glyco act: -0.3

Results for COc1ccc(OC)c(C2C(C(=O)c3cccs3)=C(O)C(=O)N2c2cc(C)on2)c1 (stereo unspecified) ?
Peg3 promoter: -13; HIF-2a inh: -16; iPSC survival up: -0.8; NR2E3 ag-1: -4; CaV13 FRET inh: -4; Exocytosis inh: -2; NR2E3 ag-2: 1; Vif inh: -13; PDI inh: 0; TRPM1 prom inh: 3; aDG glyco act: -0.2

Results for O=C(Nc1ccccc1Cl)c1ccc(COc2ccc3c(c2)CCC3)cc1 ?
Peg3 promoter: -114; HIF-2a inh: -50; iPSC survival up: -1.5; NR2E3 ag-1: -92; CaV13 FRET inh: -19; Exocytosis inh: -4; NR2E3 ag-2: -1; Vif inh: 0; PDI inh: 0; TRPM1 prom inh: -13; aDG glyco act: 0.0

How did Clc1ncn(C23CC4CC(CC(C4)C2)C3)n1 do in these assays?
Peg3 promoter: 6; HIF-2a inh: -2; iPSC survival up: 2.6; NR2E3 ag-1: 1; CaV13 FRET inh: -2; Exocytosis inh: 3; NR2E3 ag-2: 2; Vif inh: 2; PDI inh: -3; TRPM1 prom inh: -6; aDG glyco act: 0.0

How did COC(=O)Cc1[nH]n(-c2nc3ccccc3s2)c(=O)c1C(C)=Nc1ccc(OC)cc1 do in these assays?
Peg3 promoter: 89*; HIF-2a inh: 80*; iPSC survival up: -0.4; NR2E3 ag-1: -23; CaV13 FRET inh: -5; Exocytosis inh: -5; NR2E3 ag-2: 2; Vif inh: 0; PDI inh: -8; TRPM1 prom inh: 95*; aDG glyco act: -0.1

Compounds shown so far with a tert-butyl group:
How did CCO[C@@H]1OC(C(N)=O)=C[C@H](C(C)(C)C)[C@H]1CCCO do in these assays?
Peg3 promoter: -6; HIF-2a inh: 4; iPSC survival up: -0.1; NR2E3 ag-1: 0; CaV13 FRET inh: -6; Exocytosis inh: 0; NR2E3 ag-2: 1; Vif inh: 40; PDI inh: 2; TRPM1 prom inh: -6; aDG glyco act: -0.3

How did CC(C)(C)C(=O)CNCC(=O)C(C)(C)C do in these assays?
Peg3 promoter: 7; HIF-2a inh: 15; iPSC survival up: 2.3; NR2E3 ag-1: -8; CaV13 FRET inh: 1; Exocytosis inh: 2; NR2E3 ag-2: -2; Vif inh: 4; PDI inh: 0; TRPM1 prom inh: 4; aDG glyco act: 0.0

Other structures follow:
How did O=Cc1s/c(=N\S(=O)(=O)c2ccccc2)n(CCCCl)c1Cl do in these assays?
Peg3 promoter: 109*; HIF-2a inh: 96*; iPSC survival up: 7.9; NR2E3 ag-1: -12; CaV13 FRET inh: -6; Exocytosis inh: -2; Vif inh: 57*; PDI inh: 9; TRPM1 prom inh: 97*; aDG glyco act: -0.2

What do the screens show for `O=CC(=Cc1ccccc1)c1ccccc1`?
Peg3 promoter: 9; HIF-2a inh: 6; iPSC survival up: -2.7; NR2E3 ag-1: -1; CaV13 FRET inh: -6; Exocytosis inh: -4; Vif inh: -8; PDI inh: -5; aDG glyco act: -0.1

What do the screens show for `Cc1nn(CC(=O)N2CCCCC2)c(=O)c2nn(-c3ccccc3)c(C)c12`?
Peg3 promoter: -2; HIF-2a inh: 9; iPSC survival up: 4.7; NR2E3 ag-1: 35; CaV13 FRET inh: -8; Exocytosis inh: -15; NR2E3 ag-2: 4; Vif inh: -4; PDI inh: 2; TRPM1 prom inh: 3; aDG glyco act: 0.0

What do the screens show for `CC(C)C(=O)Nc1nc2cc3c(cc2s1)OCCO3`?
Peg3 promoter: -193; HIF-2a inh: -137; iPSC survival up: -0.5; NR2E3 ag-1: -200; CaV13 FRET inh: 8; Exocytosis inh: 3; NR2E3 ag-2: 0; Vif inh: -2; PDI inh: 2; TRPM1 prom inh: -13; aDG glyco act: 0.1

What do the screens show for `COc1cccc(CNC(=O)N[C@@H](CC(C)C)C(=O)O)c1`?
Peg3 promoter: 3; HIF-2a inh: 3; iPSC survival up: -3.7; NR2E3 ag-1: -12; CaV13 FRET inh: -6; Exocytosis inh: -2; NR2E3 ag-2: -2; Vif inh: 1; PDI inh: -19; TRPM1 prom inh: 5; aDG glyco act: 6.2

What do the screens show for `COCCNCc1cc(C)n(-c2cc(S(=O)(=O)N3CCOCC3)ccc2N2CCCC2)c1C`?
Peg3 promoter: -5; HIF-2a inh: -6; iPSC survival up: -0.5; NR2E3 ag-1: -30; CaV13 FRET inh: -6; Exocytosis inh: 17; Vif inh: -1; PDI inh: 5; TRPM1 prom inh: -3; aDG glyco act: 0.0
